hiPSC survival: increases survival of single human iPS cells; hiPSC single-cell survival, ATPlite luminescence; 100% = ROCK inhibitor wells, 0% = DMSO; survival enhancement, % at 20 µM; 360,000 tested, 0.044% active; in the data active = survival enhancement above about 18%;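 note: cells exposed to compounds for 16 hours before the ATP read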
Glyco luc inh: N-linked glycosylation inhibition; D54 ERlucT glycosylation luciferase reporter, 24 h; percent of 100 nM tunicamycin response; reporter increase, % at 12.5 µM; 360,000 tested, 0.23% active;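 active = mean luciferase reporter signal, scaled so untreated is 0 and the glycosylation-blocking control 100, at or above a set limit in every replicate; inconclusive = mean reaches the limit but not every replicate does; inactive = mean below the limit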;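 note: luciferase carries N-glycosylation sites so blocking glycosylation raises the light; 0% = median of neutral control wells and 100% = median of 100 nM tunicamycin wells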
H9c2 protect: modulators protecting cardiomyocytes from myocardial damage. H9c2 cardiomyocytes, H2O2 injury protection, ATPLite, 2 h. protection from H2O2 cell death, % at 20 µM. 360,000 tested, 0.63% active. AID 588492;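 active = compounds giving at least 50% protection of heart cells from peroxide-induced death in the single-dose screen, raw or plate-pattern-corrected value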;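 note: 0% = DMSO wells with peroxide and 100% = DMSO wells without peroxide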
ABCB6 inh MLPCN: blocks the human ABCB6 transporter; Q9NP58; K562-ABCB6 porphyrin accumulation, flow cytometry, 1 h; hits give low values; fluorescence ratio to DMSO, % at 10 µM; 360,000 tested, 0.19% active;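 active = fluorescence ratio to DMSO below 75%, the collection mean minus 3 SD; inconclusive = too few cells collected in the well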;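 note: signal is porphyrin accumulated inside mitochondria; 100% equals median channel fluorescence of DMSO control wells; lower ratio means ABCB6 inhibition with less porphyrin fluorescence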
Target sequence (Q9NP58 whole entry, looked up): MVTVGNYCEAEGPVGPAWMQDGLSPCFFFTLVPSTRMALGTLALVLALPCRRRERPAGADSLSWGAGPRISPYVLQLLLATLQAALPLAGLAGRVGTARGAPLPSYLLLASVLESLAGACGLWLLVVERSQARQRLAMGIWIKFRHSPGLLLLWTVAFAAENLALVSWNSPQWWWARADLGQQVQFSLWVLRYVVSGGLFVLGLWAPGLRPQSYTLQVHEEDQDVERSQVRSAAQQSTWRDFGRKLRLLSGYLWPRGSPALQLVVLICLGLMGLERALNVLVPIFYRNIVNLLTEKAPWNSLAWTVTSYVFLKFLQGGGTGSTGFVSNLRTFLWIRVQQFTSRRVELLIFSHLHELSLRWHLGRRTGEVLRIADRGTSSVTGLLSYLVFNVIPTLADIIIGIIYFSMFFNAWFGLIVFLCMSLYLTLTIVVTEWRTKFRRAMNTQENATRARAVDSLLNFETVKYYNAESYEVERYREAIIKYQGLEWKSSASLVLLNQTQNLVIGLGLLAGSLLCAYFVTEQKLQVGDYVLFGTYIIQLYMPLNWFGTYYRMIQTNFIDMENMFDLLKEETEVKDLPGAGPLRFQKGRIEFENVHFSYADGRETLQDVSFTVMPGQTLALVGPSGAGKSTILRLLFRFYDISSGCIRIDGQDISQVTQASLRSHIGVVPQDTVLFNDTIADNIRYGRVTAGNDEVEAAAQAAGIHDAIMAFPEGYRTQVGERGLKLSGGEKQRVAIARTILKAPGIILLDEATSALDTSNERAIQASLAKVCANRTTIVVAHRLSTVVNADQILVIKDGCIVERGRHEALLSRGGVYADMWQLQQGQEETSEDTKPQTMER
CaV13 ICDI inh: Disruptors of the CACNA1D IQ motif to Ca2+-dependent inactivation inhibitor domain association, primary screening, Förster resonance energy transfer in intact living … | HEK cells, CFP/YFP FRET ICDI-IQ, plate reader, 10 min; percent FRET-ratio fall versus neutral wells | inhibition, % at 12.3 µM | 340,000 tested, 0.098% active;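 active = mean replicate inhibition of at least 30% and at least 1% of replicates passing that level; inconclusive = only one of the two criteria is met; inactive = neither criterion is met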;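 note: 0% = median of the neutral control wells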
m5-HT2A agonist: mouse HTR2A agonism via beta-arrestin recruitment; P35363; CHO-K1 mHTR2A beta-arrestin complementation, luminescence; percent of 30 µM serotonin response; activation, % at 7.6 µM; 360,000 tested, 0.66% active; AID 624169;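 active = activation above a run cutoff, the mean activation of all tested compounds plus 3 SD, cut at about 14% in these data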;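 note: 0% = plate median of compound wells and 100% = 30 µM serotonin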
PDI inh: PDI (human) enzyme inhibition. P07237. PDI insulin aggregation turbidity, A650, 90 min. inhibition, % at 10 µM. 350,000 tested, 0.052% active. AID 588391;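 active = mean inhibition across replicates of 30% or more, whatever share of single replicates reach that level; inconclusive = mean inhibition below 30% while every single replicate reaches 30%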;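 note: absorbance from insulin aggregation driven by PDI reduction with DTT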
Vif imaging: HIV Vif inhibition | HEK293T cells, Vif self-association by quenched fluorescence, imaging, 24 h | inhibition, % at 7.49 µM | 340,000 tested, 0.35% active | AID 602346; in the data active = inhibition above about 50%, passing the limit was not always enough; inconclusive = no clear call, values can overlap the other calls; inactive = below about 31%; note: some results filed as inactive read as strong as hits
aDG glyco act: increases alpha dystroglycan glycosylation; Pro5-aDG cells, alpha-DG glycosylation AlphaScreen (IIH6); 0% Pro5, 100% B10-LARGE cell signal; activation, % at 10 µM; 360,000 tested, 0.22% active; AID 624168;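 active = activation of at least 8% versus controls, or a plate z-score of at least 8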;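 note: Pro5 are CHO cells carrying HIG-tagged alpha-DG that lacks glycosylation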
Granule exo inh: lytic granule exocytosis inhibition | TALL-104 LAMP-1 surface exposure, flow cytometry; cells stimulated with thapsigargin and PMA | inhibition, % at 10 µM | 360,000 tested, 0.66% active | AID 651702;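 active = inhibition above about 55%, limit read from the data; inconclusive = no clear call, values can overlap the other calls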
* = called active by the depositor; i = inactive; ? = inconclusive; . = not tested or not shown.

SMILES	hiPSC survival	Glyco luc inh	H9c2 protect	ABCB6 inh MLPCN	CaV13 ICDI inh	m5-HT2A agonist	PDI inh	Vif imaging	aDG glyco act	Granule exo inh
CCOC(=O)CNC(=S)N(Cc1ccccc1)Cc1cccs1	-0.6	-0.9	-0.4	93.0	3.1	0.0	7.2	1.5	0.1	-0.5
O=C(NCc1ccccc1)C1CC(=O)N(C2CCCCC2)C1 (stereo unspecified)	-0.3	1.0	0.8	92.0	-5.1	-0.1	-6.9	-4.2	0.5	0.9
CCOC(=O)C1CCN(C(=O)Cn2nc(C)n3nc(-c4ccc(CC)cc4)cc3c2=O)CC1	1.1	-0.3	-6.1	92.0	-5.9	4.2	2.2	3.4	1.1	-1.8
CCN(CC(=O)NC(C)C)C(=O)Cc1ccc(C)c(C)c1	-0.3	-0.4	2.6	96.0	-6.7	2.7	6.2	-0.1	0.0	0.4
CCOc1ccc(S(=O)(=O)Nc2ccc(C(=O)N3CCC3)cc2)cc1	1.2	-1.6	-6.9	93.0	-3.6	-10.1	-0.6	11.3	0.4	-0.2
Cc1ccc(C)c(NC(=O)CSc2n[nH]c(-c3ccccn3)n2)c1	1.2	4.3	21.2	100.0	-3.7	-6.2	-8.9	-2.8	0.4	-7.5
CCC1CCCCN1C(=O)Cn1c(C(=O)OC)cc2sc(Cl)cc21 (stereo unspecified)	0.9	0.2	-4.0	84.0	.	1.0	-17.1	6.1	0.2	3.4
COC(=O)C(Cc1ccccc1)NC(=O)CNC(=O)c1ccccc1OC (stereo unspecified)	-0.3	0.6	-1.6	100.0	-2.2	1.7	-3.5	-1.0	-0.1	0.1
Cc1nc(SCC(=O)NC2CCCC2)[nH]c(=O)c1C	0.2	-1.3	-2.9	169.0	-3.2	-0.3	9.9	1.2	-0.1	-8.4
COc1ccc(NS(=O)(=O)c2cccc(C(=O)NCC(c3ccccc3)N(C)C)c2)cc1 (stereo unspecified)	0.3	-0.1	1.6	100.0	-4.8	-12.8	-2.9	-3.3	0.2	4.8
COC(=O)C1(C(C[N+](=O)[O-])c2ccco2)C(=O)NCC1c1ccccc1 (stereo unspecified)	-0.5	1.6	-2.5	96.0	-18.8	1.0	-3.2	-4.4	0.8	-0.9
CN1CCc2c(sc(NC(=O)c3ccc(S(=O)(=O)N4CCCC4)cc3)c2C(N)=O)C1	-0.4	0.6	10.4	100.0	.	3.0	-7.5	i	13.7*	3.5

Ordered by value in aDG glyco act (low to high): some entries from above
Structure	aDG glyco act
Cc1ccc(C)c(NC(=O)CSc2n[nH]c(-c3ccccn3)n2)c1	0.4
COC(=O)C1(C(C[N+](=O)[O-])c2ccco2)C(=O)NCC1c1ccccc1 (stereo unspecified)	0.8
CN1CCc2c(sc(NC(=O)c3ccc(S(=O)(=O)N4CCCC4)cc3)c2C(N)=O)C1	13.7*

Next part
SMILES	hiPSC survival	Glyco luc inh	H9c2 protect	ABCB6 inh MLPCN	CaV13 ICDI inh	m5-HT2A agonist	PDI inh	Vif imaging	aDG glyco act	Granule exo inh
O=C(CCN1C(=O)C2CC=CCC2C1=O)Nc1cccc(S(=O)(=O)N2CCCCC2)c1 (stereo unspecified)	0.8	-1.6	3.1	96.0	-6.2	2.3	1.6	7.2	-0.1	-1.9
CCN1CCN(c2nc3ccccc3nc2C(C#N)C(=O)OCc2ccccc2)CC1 (stereo unspecified)	-0.6	-2.7	12.3	107.0	-6.1	-3.5	3.3	-13.9	-0.4	-0.3
O=C(O)c1ccccc1NC(=S)NC(=O)c1cccc2ccccc12	0.6	-0.8	4.7	99.0	-4.8	-0.8	-7.4	0.7	-0.1	-3.3
COc1ccc(-c2ccc(C(=O)Nc3ccc(Cl)cc3)c3occc23)c(C)c1	-2.1	-3.0	-18.8	94.0	-5.1	-2.4	-2.3	-16.1	1.5	?
O=C(Cn1cc(S(=O)(=O)Cc2cccc(F)c2)c2ccccc21)N1CCOCC1	-0.3	0.6	1.6	102.0	-6.3	8.1	11.2	10.7	-0.2	-1.8
CCOC(=O)c1c(C)[nH]c(C(=O)OCc2ccccc2F)c1C	0.2	-12.5	-10.2	92.0	-3.1	2.7	4.8	-9.6	0.4	-12.9
CCN1CCN(c2cc(C)c3cc(NC(=O)CCC(=O)Nc4ccc(OC)c(OC)c4)ccc3n2)CC1	-0.3	-3.4	8.6	98.0	-3.0	-0.8	-5.3	.	0.2	-1.8
COCC(=O)Nc1nnc(COc2ccc(Cl)cc2)s1	-1.9	0.5	-1.4	99.0	-4.9	0.4	-24.0	.	-0.2	-2.8
CCOC(CNC(=O)c1ccc2nc(N3CCC(C)CC3)sc2c1)OCC	0.4	2.6	-6.2	97.0	-3.7	-3.9	0.9	-24.0	-0.1	-2.3
C[C@@H]1CN([C@@H](C)CO)C(=O)CCCn2nncc2CO[C@H]1CN(C)C(=O)c1ccc2ccn(C)c2c1	-2.2	-0.7	-11.9	96.0	-9.3	1.9	9.4	5.6	0.2	-6.6
Cc1ccc(C(=O)COC(=O)CNC(=O)c2cccs2)cc1	0.5	1.5	11.2	89.0	0.2	-0.8	-4.9	4.5	-0.2	2.1
Cc1c(O)nc(SCC(=O)Nc2ccc3c4c(cccc24)CC3)n(-c2ccccc2)c1=O	1.5	3.6	-1.2	106.0	-5.0	-3.8	5.7	-0.8	-0.1	-1.3
CCC(C)N1CC23C=CC(O2)C(C(=O)OC)C3C1=O (stereo unspecified)	-1.0	-1.3	-7.1	99.0	-2.0	-4.9	.	3.1	-0.1	-3.3
CCCOC(=O)c1ccc(NC(=O)CN(C)Cc2cccs2)cc1	0.1	1.7	-1.0	104.0	-6.8	-0.2	1.0	10.1	0.1	5.6
Cn1c2c(sc1=O)CCC2	0.8	4.5	-1.0	103.0	-6.5	-1.3	-3.1	6.2	-0.1	1.7
CC(C)(C)CN1CCN(Cc2nc(-c3ccc(F)cc3)cs2)CC1CCO (stereo unspecified)	-0.5	-1.5	-14.7	92.0	-0.2	1.4	-1.9	-35.5	1.3	45.8
CC(C)C[C@H]1CNC(=S)N1CC1CCN(CCC23CC4CC(CC(C4)C2)C3)CC1	-4.6	-0.8	-18.4	98.0	-4.4	-11.7	-0.3	.	1.2	0.7
Cn1c(=O)c2c(SCc3ccccn3)nc(C3CC3)nc2n(C)c1=O	1.8	5.1	1.1	95.0	0.3	-3.5	.	-6.5	-0.3	-4.8
CCN(CC)c1ccc(NC(=O)Cn2cc3c(n2)CCC(C)C3)c(C)c1 (stereo unspecified)	-2.5	20.5	-17.0	99.0	-9.2	3.9	.	-1.7	-0.3	3.9
O=C(O)c1ccc(-n2nnnc2SCc2ccccc2Br)cc1	-0.2	-0.1	-0.6	100.0	-16.5	-0.4	0.9	-8.0	0.2	-3.1
COc1ccc(-c2[nH]ncc2CN2CCC(OCc3ccccc3)CC2)c(F)c1	-1.7	-1.4	2.8	95.0	-5.1	-7.6	7.5	-2.9	1.7	3.0
N#Cc1ccc(-c2csc(NC(=O)c3cc(-c4cccs4)nc4ccccc34)n2)cc1	-0.1	0.3	9.6	93.0	-6.9	0.1	-6.2	-2.0	-0.2	-1.7
CC(=O)NCC(=O)N(Cc1ccco1)C1(C(=O)NC2CCCCC2)CCCCC1	-0.2	-1.0	-1.2	90.0	-2.8	-1.3	-3.5	.	-0.2	-1.3
CCN(Cc1ccncc1)C(=S)NCc1ccccc1	-0.7	1.3	-2.1	100.0	-6.2	-0.1	-4.4	-2.2	0.1	-0.5
COC(=O)COc1ccccc1C(=O)Nc1ccc(OC)cc1	-0.9	1.5	2.6	101.0	-11.8	1.5	13.4	-7.1	0.6	-2.9
CCC(=O)N1CCc2cc(S(=O)(=O)NCCC(=O)N3CC=C(c4ccccc4)CC3)ccc21	-1.7	-1.7	-5.1	101.0	-3.6	-2.6	-1.9	-2.1	0.0	-0.1
CCN(CC)C(=O)/C=C/c1ccc(OC)c(S(=O)(=O)N2CCCCC2)c1	-0.2	-4.7	1.4	109.0	-0.7	-8.1	-9.5	-5.2	-0.1	1.3
Cc1cc(Cl)ccc1OCC(=O)OCC(=O)N1CCC(C(N)=O)CC1	-0.3	2.2	-5.6	101.0	-2.3	2.6	18.7	-3.7	-0.1	-0.4
COc1ccccc1Oc1cc(C#N)c(C#N)cc1-n1nnc2ccccc21	2.6	1.1	-1.4	100.0	-7.4	-7.7	-3.0	3.4	1.3	-4.5
N#Cc1ccc(-c2nc3ccc(Cl)cn3c2Cc2cccc(F)c2)cc1	0.7	2.7	-0.2	95.0	-7.5	0.9	.	.	0.3	-2.1
CCOC(=O)N1CCC(NC(=O)c2cc3cc4cc(OC)ccc4nc3o2)CC1	-0.4	-4.1	2.0	94.0	-3.6	-1.7	-3.6	-9.6	2.0	-0.4
Cc1onc(-c2ccccc2)c1C(=O)Nc1nncs1	-0.6	1.0	-1.4	96.0	-3.9	-8.3	-33.3	-2.3	-0.1	-13.1
O=C(CSc1nnc(-c2ccccc2)n1Cc1ccccc1)N1CCCC1	-0.6	0.1	1.2	94.0	-4.5	0.1	0.3	-1.5	0.2	1.3
CCOC(=O)CSc1nc2cc3c(cc2cc1C#N)OCCO3	0.7	-10.0	-0.7	96.0	-5.2	1.0	12.3	1.3	1.6	1.4
Cc1c(Cl)cccc1NC(=O)CN(C1CCCCC1)S(C)(=O)=O	1.5	-2.6	0.7	100.0	-4.3	0.1	7.1	11.4	-0.1	-8.1
Cc1c(Cl)cccc1N1C(=O)CC(NNC(=O)c2cccs2)C1=O (stereo unspecified)	-0.1	0.6	0.2	90.0	-2.4	-4.1	-8.9	-0.4	-0.2	1.9
NC(=O)C1CCN(C(=O)C2CCN(C(=O)Nc3ccccc3)CC2)CC1	-0.5	0.6	-3.8	98.0	-5.8	-7.0	16.4	-0.9	-0.3	2.7
Nc1cc(N2CCCC2)ccc1[N+](=O)[O-]	0.7	2.9	-6.9	89.0	0.8	-0.3	5.7	-1.0	0.0	0.0
CCOC(=O)c1cc(C#N)c(Nc2ccc(C)cc2)nc1C(F)(F)F	0.1	-0.9	-2.1	95.0	-4.3	-3.3	3.9	14.3	-0.1	-2.4
Cn1cnnc1SCc1ccccc1Br	-0.1	4.2	1.3	98.0	-4.9	4.1	-0.3	2.1	-0.1	2.7
COc1ccc(NC(=O)CSc2nc3ccccc3nc2N2CCCC2)c(OC)c1	-2.2	-4.2	-2.4	98.0	-3.5	6.3	.	-4.8	0.0	-2.5
Cc1ccnc2nc(C(=O)OCCOc3ccccc3)nn12	3.1	0.6	15.1	92.0	.	1.1	4.9	8.4	0.4	-1.1
CSCCC(NC(=O)c1ccco1)C(=O)OCC(=O)N1c2ccccc2NC(=O)C1(C)C (stereo unspecified)	-0.5	1.5	10.2	98.0	-5.5	2.2	9.9	-1.6	0.2	-3.5
O=S(=O)(c1ccc2c(c1)OCCO2)N1CCC(c2nc3ccc(Cl)cc3[nH]2)CC1	0.2	1.0	7.6	97.0	-5.0	0.0	7.2	-8.7	1.4	16.6
CN1CCN(c2ncnc3c2ncn3[C@H]2CN(Cc3ccccc3)C[C@@H](CO)O2)CC1	5.5	1.0	4.0	109.0	-2.2	-2.7	1.4	-0.4	0.0	-3.8

From PubChem BioAssay
